# JMJD2A Tudor = blocks the human JMJD2A Tudor domain. O75164. AlphaScreen JMJD2A-Tudor / H3K4me3 peptide binding. AID 504339. 390,000 compounds, 4.4% hits. Potency, µM (top dose mostly 114 µM), for inactives: at the highest dose activity change, negative = inhibition, usual class: inhibitors; note: % is set by controls: 0 for no effect and ±100 for the full control effect; nearly all actives have a fitted effect of over 50% in size
# BLM inh = Bloom syndrome helicase (human) inhibition | recombinant BLM DNA unwinding, fluorescence dequenching | Potency, µM (top dose mostly 56.1 µM), without a hit: at the top dose activity change, negative = inhibition, actives largely listed as inhibitors | 350,000 compounds, 0.2% hits | P54132 | AID 2528;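 note: plate controls were vehicle for no effect and no enzyme for full effect; nearly all actives have a fitted effect of over 35% in size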
# POLH inh = inhibitors of human DNA polymerase eta; Q9Y253; Potency, µM (top dose mostly 114 µM), for inactives: at the top dose activity change, negative = inhibition, hits mostly inhibitors; recombinant Pol eta, fluorescent DNA replication assay; 390,000 compounds, 1.2% hits; note: % is set by controls: 0 for no effect and ±100 for the full control effect
#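 Pol eta at 10 nM preincubated with compounds 15 min at room temperature; reaction started with fluorescent substrate (50 nM final) and read kinetically at 0 and 10 min.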
# Pol beta inh = inhibitors of human DNA polymerase beta | Potency, µM (series often up to 114 µM), inactives show at the highest dose activity change, negative = inhibition, usual class: inhibitors | 340,000 compounds, 1.3% hits | AID 485314 | Pol beta primer extension/strand displacement, fluorescence kinetic; note: % is set by controls: 0 for no effect and ±100 for the full control effect
#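 Curves were derived by four-parameter Hill fits of normalized qHTS data. The kinetic fluorescent primer-extension read was taken at 0 and 10 min after 50 nM substrate, following a 15 min room-temperature preincubation of 10 nM enzyme with compounds.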
# Pol kappa inh = DNA polymerase kappa (human) inhibition; Q9UBT6; purified Pol kappa, fluorescent DNA synthesis assay, 10 min; 400,000 compounds, 0.53% hits; Potency, µM (series often up to 107 µM), for inactives: top-dose activity, negative = inhibition, most hits filed as inhibitors; note: % is set by controls: 0 for no effect and ±100 for the full control effect
#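 Fluorescent qHTS in 1536-well format: enzyme (10 nM) and compound sat 15 min at room temperature before 50 nM substrate (final) was added. Signal taken at 0 and 10 min; no-enzyme buffer wells were negative controls.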
# G9a block = G9a (human) methyltransferase inhibition. Q96KQ7. G9a H3K9 monomethylation, AlphaScreen, 2 h. Potency, µM (top dose mostly 102 µM), for the others: at the highest dose activity, negative = inhibition, hits mostly inhibitors. 350,000 compounds, 8.8% hits. AID 504332; note: % is set by controls: 0 for no effect and ±100 for the full control effect; nearly all actives have a fitted effect of over 75% in size
#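 G9a (20 nM) was preincubated 15 min with compound, then reacted 2 h at room temperature with 500 nM biotin-H3K9 peptide and 20 µM SAM. Monomethyl-H3K9 detected by AlphaScreen using anti-H3K9me1 antibody.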
# BAZ2B block = blocks human BAZ2B | Q9UIF8 | AlphaScreen BAZ2B-H3K14Ac peptide displacement | Potency, µM (highest dose often 114 µM), inactives show at the top dose activity change, negative = inhibition, most hits filed as inhibitors | 360,000 compounds, 4.4% hits | AID 504333; note: % is set by controls: 0 for no effect and ±100 for the full control effect; nearly all actives have a fitted effect of over 60% in size
#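 In this displacement format the biotinylated H3(5-23) peptide acetylated at Lys14 serves as ligand at 50 nM, with BAZ2B at 50 nM in PBS pH 7.4 containing 0.01% Tween-20. Donor and acceptor beads are 10 ug/mL final.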
# APE1 inh = APE1 (human) endonuclease inhibition | AID 2517 | 350,000 compounds, 0.35% hits | recombinant APE1, TAMRA/BHQ-2 abasic DNA cleavage fluorescence | Potency, µM (highest dose often 65.8 µM), for inactives: at the highest dose activity change, negative = inhibition, usual class: inhibitors | P27695;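 note: plate controls were vehicle for no effect and reference inhibitor for full effect; nearly all actives have a fitted effect of over 55% in size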
# Target sequence (P27695 whole entry, looked up): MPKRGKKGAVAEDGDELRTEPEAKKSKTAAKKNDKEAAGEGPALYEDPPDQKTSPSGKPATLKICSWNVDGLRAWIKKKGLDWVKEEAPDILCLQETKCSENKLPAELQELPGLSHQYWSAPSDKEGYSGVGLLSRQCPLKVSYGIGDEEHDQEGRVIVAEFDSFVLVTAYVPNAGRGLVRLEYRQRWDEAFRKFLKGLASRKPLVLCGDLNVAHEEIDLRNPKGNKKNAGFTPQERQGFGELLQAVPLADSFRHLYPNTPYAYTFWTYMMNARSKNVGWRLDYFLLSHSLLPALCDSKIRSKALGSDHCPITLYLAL
#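 Compound pre-exposure to 0.75 nM APE1, 15 min at ambient temperature. Reaction initiated with 50 nM TAMRA/BHQ-2 THF substrate, read immediately in kinetic mode, 525 nm excitation, 598 nm emission.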
# Pol iota inh = inhibitors of human DNA polymerase iota. Q9UNA4. Pol iota fluorescent replication assay, 10 min. Potency, µM (doses to about 115 µM), without a hit: at the top dose activity, negative = inhibition, actives largely listed as inhibitors. 390,000 compounds, 1% hits. AID 588590
# Target sequence (Q9UNA4 whole entry, looked up): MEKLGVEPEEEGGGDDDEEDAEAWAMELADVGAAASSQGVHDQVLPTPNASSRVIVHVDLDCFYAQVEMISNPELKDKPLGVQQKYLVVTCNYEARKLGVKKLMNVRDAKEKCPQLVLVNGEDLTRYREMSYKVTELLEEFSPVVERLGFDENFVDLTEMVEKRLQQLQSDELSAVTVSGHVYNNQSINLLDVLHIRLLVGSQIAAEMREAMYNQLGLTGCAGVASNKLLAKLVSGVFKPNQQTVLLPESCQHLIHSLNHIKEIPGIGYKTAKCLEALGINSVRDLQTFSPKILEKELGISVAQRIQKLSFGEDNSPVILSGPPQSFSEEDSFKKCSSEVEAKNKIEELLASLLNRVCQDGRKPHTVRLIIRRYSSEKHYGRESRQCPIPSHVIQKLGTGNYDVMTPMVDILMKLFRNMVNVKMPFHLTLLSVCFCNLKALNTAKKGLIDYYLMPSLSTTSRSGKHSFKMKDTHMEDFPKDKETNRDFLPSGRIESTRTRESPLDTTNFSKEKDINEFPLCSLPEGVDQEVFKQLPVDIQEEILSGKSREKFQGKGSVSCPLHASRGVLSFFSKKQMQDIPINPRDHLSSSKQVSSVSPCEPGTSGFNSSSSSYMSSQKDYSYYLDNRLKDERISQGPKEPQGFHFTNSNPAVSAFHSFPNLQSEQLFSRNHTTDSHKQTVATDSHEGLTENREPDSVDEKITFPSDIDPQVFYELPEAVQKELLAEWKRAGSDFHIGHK
#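 Pol iota at 10 nM preincubated 15 min with compounds at room temperature; reaction started with fluorescent substrate, 50 nM final. Fluorescence read kinetically at 0 and 10 min; buffer-only wells as negative control.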
# * = called active by the depositor; u = inconclusive; x = no result given; & = joins results of further samples; [ ] = another dose, or the depositor's remark. Calls come from the whole dose curve; as a rule, active = well fitted curve in the direction sought with a large enough effect; inconclusive = small, poorly fitted or top-dose-only effect, or another doubt; inactive = no such curve, though single readings can be large; an effect the other way counts as inactive or inconclusive. Potency is the fitted concentration of half-maximal effect.
SMILES,JMJD2A Tudor,BLM inh,POLH inh,Pol beta inh,Pol kappa inh,G9a block,BAZ2B block,APE1 inh,Pol iota inh
COc1ccc(-c2cnc3nc(/N=C/N(C)C)nn3c2/N=C/N(C)C)cc1,-20%[11.4 µM],1%,12%,24%,-1%,29%,-2%,-5%,116%[activator]
CCN1CCN(CCCNC(=O)c2ccc(NC(=O)C3=CSCCO3)cc2)CC1,-9%,3%,-1%,-10%,4%,u,1%,8%,-16%
CCOc1cc(/C=N\n2nnnc2N)ccc1O,-13%,-5%,4%,0%,9%,-48%,4%,43%,-7%
c1ccc(-c2nnc(CSc3nc4ccccc4[nH]3)o2)cc1,-1%,1%,-16%,8%,-14%,-17%,12%,5%,8%
CC(=O)c1cccc(S(=O)(=O)N2CCC(c3nc4ccccc4[nH]3)CC2)c1,-11%,-1%,3%,0%,5%,4%[59 µM],-1%,78%[activator][12.4 µM],145%[activator]
O=C(Nc1cccc(F)c1)c1ccc2c(c1)OCO2,-8%,1%,8%,-13%,-11%,-26%[12.7 µM],-3%,3%,5%
Cc1cc(NC(=O)CN2C(=O)C(C)(C)c3ccccc32)ccc1Br,-22%,-8%,-26%,-5%,-9%[60.1 µM],8%[59 µM],2%,x,11%
COC(=O)c1ccc(NC(=O)CCn2cnnn2)c(C)c1,5%,-1%,-14%,10%,6%,7%[59 µM],-16%,x,21%
Cc1ccc(NC(=O)c2oc3ccc(S(=O)(=O)N4CCOCC4)cc3c2C)c(C)c1,-5%&-12%,-1%&-3%,0%&-2%,4%&19%,-3%,-24%,10%&3%,13%,u
CCC(=O)N1c2ccc(S(=O)(=O)NCCc3ccccc3)cc2CC1C (stereo not given),-11%&-3%,-2%&-2%,-13%&-13%,30%&16%,-6%&3%,6%&5%[59 µM],-4%,-10%,10%&-4%
COc1ccccc1CNc1nc2nc(C)cc(=O)n2[nH]1,-17%,-6%,4%,0%,-5%,-8%[59 µM],-5%,-2%,13%
Cc1ccc(NC(=O)Nc2ccccc2C(=O)NCc2ccccc2)cc1,13%,2%,-20%,2%,-4%,-8%,9%,-3%,14%
O=C(Cn1ncc2c3ccccc3n(Cc3cccc(Cl)c3)c2c1=O)N1CCCCC1,-24%,-10%,-24%,u,-13%,-22%[59 µM],-17%,x,-7%
CC1=C(C(=O)Nc2ccccc2)C(c2ccc(C)o2)n2ncnc2N1 (stereo not given),-2%,0%,-11%,37%,-2%,-1%[59 µM],-20%,1%,1%
COc1ccc(N(C)S(=O)(=O)c2ccc3c(c2)CCC(=O)N3)cc1,-18%,-6%,0%,12%,-30%,35%[12.7 µM],6%,14µM*,-15%[58.9 µM]
O=C(CSC1=NS(=O)(=O)c2cc(Cl)ccc2N1)Nc1cccc(F)c1,-5%,x,-12%,x,-3%,-9%,10%,-14%,17%
CSCCC(NC(=O)CCC(=O)OCC(=O)[C@@]1(O)CCC2[C@@H]3CCC4=CC(=O)C=C[C@]4(C)C3[C@@H](O)C[C@@]21C)C(=O)O (stereo not given in full),-1%,-3%,7%,6%,-8%,-5%,5%,24%,2%
CN1CCN(C(=O)C23CC4CC(C2)CC(c2ccccc2)(C4)C3)CC1,-20%[57.1 µM],0%,-8%,2%,-11%,-28%,-15%,-5%,21%
CC(=O)Nc1ccc(S(=O)(=O)N(Cc2cc3ccc(C)cc3[nH]c2=O)CC2CCCO2)cc1 (stereo not given),-17%,0%,-22%,1%,-14%,57%[activator],-20%,53%[activator],38%
CCCC(NC(=O)c1ccc(Br)o1)c1nc2ccccc2[nH]1 (stereo not given),-4%,x,-10%,x,6%,x,x,13%,10%
O=C(CSc1nc(-c2ccc(F)cc2)cc(C(F)(F)F)n1)NCc1ccco1,-34%[11.4 µM],1%,-5%,-13%,-9%,-3%[59 µM],0%,0%,-3%
CCN(c1ccccc1)S(=O)(=O)c1ccc(Oc2ccc(-n3ccnc3)cc2)nc1,89µM*,2%,4%,40µM*,-10%,23%[59 µM],u,u,9%
CCOC(=O)c1c(NC(=O)c2ccco2)sc2c1CCCC2,u,-5%,6%,-22%,-10%,7%[59 µM],x,-4%,18%
COc1ccc(NC(=O)CN2CCC(C(N)=O)CC2)cc1,-7%,-2%,8%,21%,-6%,-6%[59 µM],-4%,-4%,-1%
CN(C)S(=O)(=O)c1cccc(NC(=O)c2ccc(S(=O)(=O)N3CCCC3)cc2)c1,-18%,x,-12%,x,-8%,10%[0.501 µM],14%,4%,15%
C=CCC1CCCCC12NC(=O)N(c1ccccc1)N2 (stereo not given),-10%,1%,-8%,1%,5%,x,-1%,-3%,49%[activator]
O=C(COC(=O)c1cccnc1)c1ccc(Cl)c(Cl)c1,-5%,-1%,5%,24%,-6%,u,-4%,-2%,3%
c1ccc(-n2nnnc2NC2CCCCC2)cc1,-10%,-3%,-3%,4%,-25%,3%[59 µM],-3%,22%,9%
Cc1ccc(-c2nn(-c3ccccn3)c(=O)c3ccccc23)cc1C,-12%,-4%,-2%,18%,-1%,8%,-17%,5%,5%
COc1ccc(OC)c(NC(=O)CSc2nc3ccccc3c(=O)n2CCNC(C)=O)c1,-4%,6%,-12%,0%,2%,-19%[59 µM],3%,6%,30%
O=C(Nc1cccc2ccccc12)/C(=C/c1cccc([N+](=O)[O-])c1)NC(=O)c1cccs1,-11%,3%,-7%,1%,-7%,4%,-4%,-4%,178%[activator]
COc1ccc2c([N+](=O)[O-])c(N3CCCC3)[nH]c2c1,-14%,-9%,-22%,-14%,-14%,-5%,-26%,34%,103%[activator]
O=C(Cc1cn2ccsc2n1)Nc1cccc2cnccc12,u,-2%,-12%,24%,-7%,20%[59 µM],x,-1%,10%
CC(=O)c1cccc(S(=O)(=O)N2CCN(c3ccccc3F)CC2)c1,-4%&4%,-1%&0%,-7%&-19%,3%&-2%,5%&-11%,-1%,-2%,-3%,50%&12%
CC1(C2CC2)NC(=O)N(CC(=O)Nc2ccccc2-c2ccccc2)C1=O (stereo not given),-14%,-1%,-10%,-19%,-7%,-41%[59 µM],-17%,-1%,-27%
CCOC(=O)c1cnc2ccc(OCC)cc2c1N1CCN(c2ccccc2OC)CC1,-32%[57.1 µM],-8%,u,-13%,-12%,-21%,u,-9%,-5%
CCCc1c(C)c(C#N)c2nc3ccccc3n2c1NCCCN1CCOCC1,-10%,-3%,-9%,9%,9%,46%[0.501 µM],8%[57.1 µM],-3%,7%
CC(C)c1ccc(C(=O)NCCCNC(=O)c2cnccn2)cc1,-13%,-2%,-11%,36%,-8%,-5%,-9%,1%,0%
Cc1ccc(OCC(=O)NNC(=O)C2CCC2)cc1C,-8%,x,-4%,x,-4%,6%[59 µM],-4%,32%,-11%
CCOC(=O)CN(C(=O)CSc1nnnn1C)c1ccccc1,-12%,x,-14%,x,6%,x,x,-13%,7%
COc1cccc(-n2c(SCc3ccc(F)cc3)nc3c([nH]c4ccccc43)c2=O)c1,-31%,-7%,u,6%,4%[60.1 µM],1%[59 µM],-2%,x,18%
CC1(C)Cc2cccc(OCC(=O)N3CCN(c4ccccc4)CC3)c2O1,-2%,-2%,-18%,12%,-7%,-15%,5%,2%,164%[activator]
COc1cccc(SCC2CSc3nc4ccccc4c(=O)n32)c1 (stereo not given),2%,2%,-6%,0%,-3%,-6%,7%,-2%,-2%
COc1ccccc1N1CCN(C(=O)c2cc(S(=O)(=O)N3CCOCC3)ccc2C)CC1,-12%,x,-11%,x,-4%,-7%,-4%,-6%,40%[activator]
CCNC(=S)N1CCC(C(N)=O)CC1,3%[11.4 µM],-3%,u,-4%,3%,6%,0%,-8%,32%[activator]

# Look-ups from the list.
# `CCNC(=S)N1CCC(C(N)=O)CC1` in Pol kappa inh has 3%
# `COc1cccc(SCC2CSc3nc4ccccc4c(=O)n32)c1` (stereo not given) in Pol beta inh has 0%
# `CCOC(=O)c1cnc2ccc(OCC)cc2c1N1CCN(c2ccccc2OC)CC1` in Pol beta inh has -13%

# The listing continues.
SMILES,JMJD2A Tudor,BLM inh,POLH inh,Pol beta inh,Pol kappa inh,G9a block,BAZ2B block,APE1 inh,Pol iota inh
COc1ccc(NC(=O)[C@H](C)NC(N)=O)cc1S(=O)(=O)Nc1cc(C)ccc1Br,-14%,-1%,-1%,43%,-17%,28%[0.0925 µM],u,0%,140%[activator]
COc1cc(Cl)ccc1OC(=O)c1cn(-c2ccccc2OC)c(=O)c2ccccc12,-22%,-4%,-20%,-17%,-2%,-7%[59 µM],-4%,x,-8%
CCCCCc1nn2cc(-c3ccccc3)nc2s1,-8%,-1%,-3%,-29%,-15%,6%[59 µM],8%,x,7%
CCOC(=O)c1ccc(N2C(=O)CC(Sc3ncccn3)C2=O)cc1 (stereo not given),-7%,-6%,1%,7%,3%,u,-12%,13%,15%
CCOC(=O)CSc1nc2c(c(=O)[nH]c(=O)n2C)n1CCCc1ccccc1,-14%,-5%,-5%,12%,14%,-7%[59 µM],x,-2%,5%
Oc1c(C(c2cccc(Cl)c2)N2CCOCC2)sc2nc(-c3ccco3)nn12 (stereo not given),-8%,0%,-8%,1%,-4%[60.1 µM],-26%[59 µM],-12%,x,3%
COc1ccc(-c2noc(C3CCCN(C(=O)c4cccs4)C3)n2)cc1 (stereo not given),-12%,-9%,-15%,-19%,2%,-4%[12.7 µM],-8%,-6%,33%[activator]
COc1ccc(C(=O)NCCC2=CCCCC2)cc1OC,-4%,-4%,-17%,4%,-6%,u,-4%,-2%,12%
FC(F)(F)Oc1ccc(-c2cn3cccnc3n2)cc1,3%,-10%,-6%,13%,1%,-14%,-28%,-1%,32%
COc1ccc(CN2CCCCC2C(=O)Nc2ccc(OC)c(OC)c2)cc1OC (stereo not given),-18%,1%,-2%,16%,-14%[60.1 µM],-9%,-9%,-3%,10%
O=C(CC1Sc2ccccc2NC1=O)Nc1cccnc1 (stereo not given),-17%,2%,-16%,0%,-5%,0%[59 µM],6%,-2%,80%[activator]
CCC1CCCCN1CCCNC(=O)c1ccc(CS(=O)(=O)c2ccccc2C)o1 (stereo not given),-20%,1%,-3%,20%,-3%,-4%,0%,14%,8%

# Given with bars between the fields: part of the list above
smiles | JMJD2A Tudor | BLM inh | POLH inh | Pol beta inh | Pol kappa inh | G9a block | BAZ2B block | APE1 inh | Pol iota inh
CCCCCc1nn2cc(-c3ccccc3)nc2s1 | -8% | -1% | -3% | -29% | -15% | 6%[59 µM] | 8% | x | 7%
CCOC(=O)c1ccc(N2C(=O)CC(Sc3ncccn3)C2=O)cc1 (stereo not given) | -7% | -6% | 1% | 7% | 3% | u | -12% | 13% | 15%

# This is a subset; rates above refer to the full screens.
